PHOSPHO1 block: PubChem AID 1565. recombinant PHOSPHO1, absorbance phosphatase assay. inhibition, % at 13.3 µM. 290,000 compounds, 1.1% hits; in the data active = inhibition above about 60%
M18AAP inhibitor: PfM18AAP inhibitors, malaria aminopeptidase, primary screen, biochemical, QFRET, recombinant enzyme; M18 aspartyl aminopeptidase (Plasmodium falciparum 3D7); H-Glu-NHMec fluorogenic cleavage; inhibition, % at 7.35 µM; 290,000 compounds, 1.2% hits; AID 1822, 2009;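 active = inhibition above the campaign mean inhibition over all tested compounds plus 3 SD, cut at about 28% in these data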;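 also: 0% = plate median of test compound wells and 100% = 2 mM ZnCl2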
MEKK2wt PB1 HTS: modulators of MEK5 binding to wildtype MEKK2, primary screen, biochemical, multiplex bead flow cytometry, Alexa488-MEK5 | 290,000 compounds, 1.1% hits | binding response (% of control), % at 10 µM | Mitogen-activated protein kinase kinase kinase 2 (Homo sapiens), Q9Y2U5 | Alexa488-MEK5 binding to MEKK2 WT; actives lie on both sides | AID 1531, 2009; in the data active = binding response below about 67% or above about 130%
OXTR agonist: human OXTR agonists, primary screen, fluorescence, CHO-OTR cells, Fluo-8 calcium; Oxytocin receptor (Homo sapiens), P30559; Fluo-8 calcium fluorescence; normalized: DMSO 0%, oxytocin 100%; activation, % at 3 µM; 320,000 compounds, 0.32% hits; AID 2435, 2010;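 active = activation above the mean of all tested compounds plus 3 SD, cutoff set per screening run, cut at about 20% in these data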;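 also: peak over basal fluorescence ratio from a 100 s FLIPR kinetic read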
DNA FID counter: compounds displacing fluorescent DNA intercalator, primary screen, artefact control for HCV NS3 helicase inhibitor project, biochemical, FID fluorescence | inhibition, % at 7.9 µM | DNA fluorescent intercalator displacement | AID 1845, 2009 | 290,000 compounds, 0.17% hits; in the data active = inhibition above about 37%;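 also: 0% = vehicle and 100% = reference compound; higher means more ethidium bromide displaced from hairpin DNA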
GPR7 antag: GPR7 receptor antagonists, primary screen, cell-based, fluorescence, single concentration; inhibition, % at 4.4 µM; 290,000 compounds, 1.1% hits; Neuropeptides B/W receptor type 1 (Homo sapiens), P48145; GPR7-expressing cells, fluorescence antagonist assay; in the data active = inhibition above about 16%, passing the limit was not always enough;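 also: cells stimulated with the agonist NPW; 0% = agonist with vehicle and 100% = vehicle without agonist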
Target sequence (P48145 whole entry, looked up): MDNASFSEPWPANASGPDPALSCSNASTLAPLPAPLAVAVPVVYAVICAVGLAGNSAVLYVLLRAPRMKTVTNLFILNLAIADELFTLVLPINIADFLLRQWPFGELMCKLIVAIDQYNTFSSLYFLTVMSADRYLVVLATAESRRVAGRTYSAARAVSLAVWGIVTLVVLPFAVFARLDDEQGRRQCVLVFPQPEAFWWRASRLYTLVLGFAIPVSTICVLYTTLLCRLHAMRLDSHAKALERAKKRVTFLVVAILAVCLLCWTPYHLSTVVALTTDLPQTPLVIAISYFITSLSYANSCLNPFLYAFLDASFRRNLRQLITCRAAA
MEKK3 PB1 HTS: modulators of MEKK3-MEK5 PB1 binding, primary screen, biochemical, wildtype MEKK3, multiplex bead flow cytometry, Alexa488-MEK5 | AID 1529, 2009 | bead-based flow cytometry, Alexa488-MEK5 binding to MEKK3; actives lie on both sides; 0 = blocked by unlabeled MEK5, 100 = vehicle | 290,000 compounds, 1.4% hits | Mitogen-activated protein kinase kinase kinase 3 (Homo sapiens), Q99759 | binding response (% of control), % at 10 µM;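 active = binding response more than 3 SD above or below the average of its plate-row segment, actives on both sides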;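 also: Alexa488 bead fluorescence after subtracting the streptavidin-only scavenger bead signal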
Target sequence (Q99759 whole entry, looked up): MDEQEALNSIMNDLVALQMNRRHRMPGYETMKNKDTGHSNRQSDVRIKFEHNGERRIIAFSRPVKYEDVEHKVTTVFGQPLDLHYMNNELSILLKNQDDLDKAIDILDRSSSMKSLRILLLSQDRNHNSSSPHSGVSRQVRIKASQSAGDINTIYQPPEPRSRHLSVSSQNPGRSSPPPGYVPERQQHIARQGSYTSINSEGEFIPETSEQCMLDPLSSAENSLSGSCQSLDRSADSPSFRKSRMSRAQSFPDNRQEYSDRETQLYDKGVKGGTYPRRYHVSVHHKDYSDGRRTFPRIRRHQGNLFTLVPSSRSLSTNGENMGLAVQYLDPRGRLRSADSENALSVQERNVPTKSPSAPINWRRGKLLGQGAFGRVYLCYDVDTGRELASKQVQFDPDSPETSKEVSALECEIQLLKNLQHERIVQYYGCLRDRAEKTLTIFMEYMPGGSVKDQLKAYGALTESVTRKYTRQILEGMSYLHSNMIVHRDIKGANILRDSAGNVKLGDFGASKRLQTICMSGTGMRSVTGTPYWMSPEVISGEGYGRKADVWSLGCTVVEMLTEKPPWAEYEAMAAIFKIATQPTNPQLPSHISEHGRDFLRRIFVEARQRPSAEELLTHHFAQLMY
NALP1 inh: NALP1 inflammasome inhibitors in reconstituted yeast, colorimetric, S. cerevisiae, triplicate retest. AID 2071, 2009. S. cerevisiae NALP1/ASC/caspase-1 growth, X-gal OD620, 72 h. 280,000 compounds, 0.61% hits. inhibition, % at 10 µM; in the data active = inhibition mostly above about 24%, no sharp cut-off; inactive = mostly below about 32%; also: some compounds called inactive have numbers as strong as hits
MEKK2 mut-MEK5: MEK5 binding signal on mutant MEKK2 PB1, primary screen, biochemical, multiplex bead flow cytometry, Alexa488-MEK5; Alexa488-MEK5 binding to MEKK2 mutant; percent response, % at 10 µM; 290,000 compounds, 0.35% hits; AID 1530, 2009; in the data active = percent response above about 24%, passing the limit was not always enough; also: inactives centre near 1; some results filed as inactive read as strong as hits; reference of the scale not given here
* = called active by the depositor.

Cc1cccc(C)c1N(CC(=O)N1CCOCC1)S(C)(=O)=O was read as PHOSPHO1 block 30, M18AAP inhibitor 3, MEKK2wt PB1 HTS 112, OXTR agonist 0.1, DNA FID counter -1, GPR7 antag -15, MEKK3 PB1 HTS 104, NALP1 inh 6 and MEKK2 mut-MEK5 5.
`Cc1cc(C)c(C)c(S(=O)(=O)Nc2ccc(OCC(=O)O)cc2)c1C` gave PHOSPHO1 block 4, M18AAP inhibitor -2, MEKK2wt PB1 HTS 105, OXTR agonist -0.4, DNA FID counter -35, GPR7 antag -18, MEKK3 PB1 HTS 104, NALP1 inh 4 and MEKK2 mut-MEK5 3.
For Cc1onc(-c2ccccc2Cl)c1C(=O)N1CCOC12CCCCC2 the results were PHOSPHO1 block 46, M18AAP inhibitor -1, MEKK2wt PB1 HTS 101, OXTR agonist 0.2, DNA FID counter -5, GPR7 antag -2, MEKK3 PB1 HTS 100, NALP1 inh -7 and MEKK2 mut-MEK5 -3.
For CSc1nsc(SC)c1C(=O)Nc1ccc(C(C)(C)C)cc1 the results were PHOSPHO1 block 13, M18AAP inhibitor 0, MEKK2wt PB1 HTS 100, OXTR agonist -0.5, DNA FID counter -12, GPR7 antag -6, MEKK3 PB1 HTS 99, NALP1 inh 7 and MEKK2 mut-MEK5 -3.
Screening NC(=O)c1c(NC(=O)C2CCCO2)sc2c1CCCC2 (stereo unspecified) returned PHOSPHO1 block 13, M18AAP inhibitor 4, MEKK2wt PB1 HTS 101, OXTR agonist -0.1, DNA FID counter 2, GPR7 antag 4, MEKK3 PB1 HTS 122, NALP1 inh 24 and MEKK2 mut-MEK5 0.
CCNC(=O)c1cccc(S(=O)(=O)N2CCCCCC2)c1 was read as PHOSPHO1 block -11, M18AAP inhibitor 36*, MEKK2wt PB1 HTS 97, OXTR agonist 0.7, DNA FID counter -11, GPR7 antag 20, MEKK3 PB1 HTS 97, NALP1 inh 17 and MEKK2 mut-MEK5 -4.
Screening CC(C)CC(c1nnnn1Cc1ccco1)N1CCN(C2CCCC2)CC1 (stereo unspecified) returned PHOSPHO1 block 6, M18AAP inhibitor 3, MEKK2wt PB1 HTS 111, OXTR agonist -0.5, DNA FID counter 0, GPR7 antag 14, MEKK3 PB1 HTS 106, NALP1 inh -4 and MEKK2 mut-MEK5 11.
Screening COc1ccccc1NC(=O)COC(=O)c1ccc(S(=O)(=O)NCc2ccco2)cc1 returned PHOSPHO1 block 30, M18AAP inhibitor 2, MEKK2wt PB1 HTS 100, OXTR agonist 0.8, DNA FID counter -10, GPR7 antag 3, MEKK3 PB1 HTS 102, NALP1 inh 3 and MEKK2 mut-MEK5 2.
Screening CC(C)CCSc1nc(N2CCOCC2)c2c(c1C#N)CC(C)(C)OC2 returned PHOSPHO1 block 4, M18AAP inhibitor -13, MEKK2wt PB1 HTS 107, OXTR agonist -0.4, DNA FID counter -1, GPR7 antag -14, MEKK3 PB1 HTS 103, NALP1 inh 0 and MEKK2 mut-MEK5 2.
For Cc1ccc(-c2nc3ncccn3c2Nc2ccc3c(c2)OCCO3)cc1 the results were PHOSPHO1 block 14, M18AAP inhibitor 3, MEKK2wt PB1 HTS 118, OXTR agonist -0.8, DNA FID counter -2, GPR7 antag -8, MEKK3 PB1 HTS 121, NALP1 inh -1 and MEKK2 mut-MEK5 4.
`CN(Cc1ccc(-n2cccn2)cc1)Cc1cn(C)nc1-c1ccccc1F` gave PHOSPHO1 block 33, M18AAP inhibitor 1, MEKK2wt PB1 HTS 90, OXTR agonist 1.1, DNA FID counter 12, GPR7 antag 6, MEKK3 PB1 HTS 99, NALP1 inh 17 and MEKK2 mut-MEK5 -11.
Screening O=C(NCCC1=CCCCC1)c1ccc(Cl)cc1 returned PHOSPHO1 block 12, M18AAP inhibitor 2, MEKK2wt PB1 HTS 97, OXTR agonist -0.8, DNA FID counter -10, GPR7 antag 5, MEKK3 PB1 HTS 99, NALP1 inh 2 and MEKK2 mut-MEK5 0.
Cc1cc(C)cc(N(C(C)C(=O)N2CCCCC2)S(C)(=O)=O)c1 (stereo unspecified) was read as PHOSPHO1 block 17, M18AAP inhibitor -5, MEKK2wt PB1 HTS 95, OXTR agonist -1.0, DNA FID counter -11, GPR7 antag -7, MEKK3 PB1 HTS 93, NALP1 inh 3 and MEKK2 mut-MEK5 2.
`O=C(c1cnn(C(=O)c2ccc(O)cc2)c1)c1ccccc1O` gave PHOSPHO1 block 20, M18AAP inhibitor 11, MEKK2wt PB1 HTS 92, OXTR agonist 0.3, DNA FID counter 0, GPR7 antag -4, MEKK3 PB1 HTS 102, NALP1 inh 2 and MEKK2 mut-MEK5 -5.
C/C=C/C(=O)Nc1ccccc1Br was read as PHOSPHO1 block 0, M18AAP inhibitor -1, MEKK2wt PB1 HTS 101, OXTR agonist 0.2, DNA FID counter -1, GPR7 antag -3, MEKK3 PB1 HTS 100, NALP1 inh -9 and MEKK2 mut-MEK5 -2.
O=C(Nc1cc(Br)ccc1O)c1cnn2c(C(F)F)cc(C3CC3)nc12 was read as PHOSPHO1 block -28, M18AAP inhibitor -6, MEKK2wt PB1 HTS 100, OXTR agonist -0.3, DNA FID counter 5, GPR7 antag -10, MEKK3 PB1 HTS 114, NALP1 inh 11 and MEKK2 mut-MEK5 2.
For Cc1cc(C(=O)Cn2nc(C(=O)O)c3ccccc3c2=O)c(C)n1CC(F)(F)F the results were PHOSPHO1 block 4, M18AAP inhibitor -3, MEKK2wt PB1 HTS 99, OXTR agonist 0.6, DNA FID counter -16, GPR7 antag -14, MEKK3 PB1 HTS 96, NALP1 inh 4 and MEKK2 mut-MEK5 -1.
`CC1CCCN(S(=O)(=O)c2ccc(S(=O)(=O)NC(C)c3cccs3)cc2)C1` (stereo unspecified) gave PHOSPHO1 block -5, M18AAP inhibitor 7, MEKK2wt PB1 HTS 90, OXTR agonist 0.3, DNA FID counter -27, GPR7 antag 48*, MEKK3 PB1 HTS 95, NALP1 inh -1 and MEKK2 mut-MEK5 0.
Screening O=C(Nc1ccc(N2CCOCC2)cc1)C1CCCN(S(=O)(=O)c2ccccc2)C1 (stereo unspecified) returned PHOSPHO1 block -16, M18AAP inhibitor 6, MEKK2wt PB1 HTS 110, OXTR agonist 3.6, DNA FID counter -15, GPR7 antag 3, MEKK3 PB1 HTS 103, NALP1 inh 6 and MEKK2 mut-MEK5 4.
O=c1[nH]c(Cc2cccc(C(F)(F)F)c2)nc2ccccc12 was read as PHOSPHO1 block 25, M18AAP inhibitor 10, MEKK2wt PB1 HTS 90, OXTR agonist -1.4, DNA FID counter -10, GPR7 antag -9, MEKK3 PB1 HTS 84, NALP1 inh 3 and MEKK2 mut-MEK5 -5.
`O=C(O)c1ccc(Nc2c3ccccc3nc3ccccc23)cc1` gave PHOSPHO1 block 29, M18AAP inhibitor -17, MEKK2wt PB1 HTS 106, OXTR agonist 7.2, DNA FID counter 6, GPR7 antag 4, MEKK3 PB1 HTS 105, NALP1 inh 27 and MEKK2 mut-MEK5 4.
`COc1ccc(-n2cnnc2SCC(=O)NC2CCS(=O)(=O)C2)cc1` (stereo unspecified) gave PHOSPHO1 block 12, M18AAP inhibitor 0, MEKK2wt PB1 HTS 102, OXTR agonist 0.5, DNA FID counter 0, GPR7 antag -4, MEKK3 PB1 HTS 98, NALP1 inh 16 and MEKK2 mut-MEK5 5.
Screening CC(OC(=O)C(C)N1C(=O)C2C3C=CC(C4CC34)C2C1=O)C(=O)c1ccccc1 (stereo unspecified) returned PHOSPHO1 block 10, M18AAP inhibitor -10, MEKK2wt PB1 HTS 111, OXTR agonist 5.3, DNA FID counter -21, GPR7 antag -6, MEKK3 PB1 HTS 145*, NALP1 inh 32 and MEKK2 mut-MEK5 1.
`CC(=O)NNc1nc(-c2ccccc2)c2cc(Br)ccc2n1` gave PHOSPHO1 block 22, M18AAP inhibitor 10, MEKK2wt PB1 HTS 95, OXTR agonist 1.6, DNA FID counter -24, GPR7 antag -5, MEKK3 PB1 HTS 89 and MEKK2 mut-MEK5 0.

Sorted by molar mass (falling): some entries from above
`CC(=O)NNc1nc(-c2ccccc2)c2cc(Br)ccc2n1` gave PHOSPHO1 block 22, M18AAP inhibitor 10, MEKK2wt PB1 HTS 95, OXTR agonist 1.6, DNA FID counter -24, GPR7 antag -5, MEKK3 PB1 HTS 89 and MEKK2 mut-MEK5 0.
`O=C(O)c1ccc(Nc2c3ccccc3nc3ccccc23)cc1` gave PHOSPHO1 block 29, M18AAP inhibitor -17, MEKK2wt PB1 HTS 106, OXTR agonist 7.2, DNA FID counter 6, GPR7 antag 4, MEKK3 PB1 HTS 105, NALP1 inh 27 and MEKK2 mut-MEK5 4.
`O=C(c1cnn(C(=O)c2ccc(O)cc2)c1)c1ccccc1O` gave PHOSPHO1 block 20, M18AAP inhibitor 11, MEKK2wt PB1 HTS 92, OXTR agonist 0.3, DNA FID counter 0, GPR7 antag -4, MEKK3 PB1 HTS 102, NALP1 inh 2 and MEKK2 mut-MEK5 -5.
O=c1[nH]c(Cc2cccc(C(F)(F)F)c2)nc2ccccc12 was read as PHOSPHO1 block 25, M18AAP inhibitor 10, MEKK2wt PB1 HTS 90, OXTR agonist -1.4, DNA FID counter -10, GPR7 antag -9, MEKK3 PB1 HTS 84, NALP1 inh 3 and MEKK2 mut-MEK5 -5.
C/C=C/C(=O)Nc1ccccc1Br was read as PHOSPHO1 block 0, M18AAP inhibitor -1, MEKK2wt PB1 HTS 101, OXTR agonist 0.2, DNA FID counter -1, GPR7 antag -3, MEKK3 PB1 HTS 100, NALP1 inh -9 and MEKK2 mut-MEK5 -2.

Further compounds follow.
For CCCC1(CCC)NC(=O)N(CC(=O)N2CCN(C(=O)c3ccco3)CC2)C1=O the results were PHOSPHO1 block 5, M18AAP inhibitor -1, MEKK2wt PB1 HTS 103, OXTR agonist 0.9, DNA FID counter -11, GPR7 antag -9, MEKK3 PB1 HTS 105, NALP1 inh -9 and MEKK2 mut-MEK5 4.
`Cc1ccccc1C1c2[nH]c3ccccc3c2CCN1C(=O)c1ccc(=O)n(C)n1` (stereo unspecified) gave PHOSPHO1 block 7, M18AAP inhibitor -4, MEKK2wt PB1 HTS 92, OXTR agonist 6.9, DNA FID counter -16, GPR7 antag 14, MEKK3 PB1 HTS 94, NALP1 inh 5 and MEKK2 mut-MEK5 -1.
Screening O=C(Cn1cc([N+](=O)[O-])cn1)Nc1ccccn1 returned PHOSPHO1 block -11, M18AAP inhibitor 5, MEKK2wt PB1 HTS 100, OXTR agonist -0.5, DNA FID counter 1, GPR7 antag 2, MEKK3 PB1 HTS 103, NALP1 inh -9 and MEKK2 mut-MEK5 3.
`Cc1nc2ccc(-c3nc4cc(N)ccc4o3)cc2[nH]1` gave PHOSPHO1 block -4, M18AAP inhibitor -2, MEKK2wt PB1 HTS 109, OXTR agonist 0.2, DNA FID counter 1, GPR7 antag 2, MEKK3 PB1 HTS 103, NALP1 inh 36 and MEKK2 mut-MEK5 3.

From PubChem BioAssay
